# NRP1-CendR mod – modulators of CendR peptide binding to human neuropilin-1 | hit rate 0.85% among 360,000 | AID 602438 | inhibition, % at 25 µM | FAM-RPARPAR peptide binding to NRP-1, fluorescence polarization | O14786;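 active = inhibition or corrected inhibition above about 18%, plus a signal ratio from 0.5 to 1.5, limit read from the data, passing the limit was not always enough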; note: strong numbers were not always called active
# Target sequence (O14786 whole entry, looked up): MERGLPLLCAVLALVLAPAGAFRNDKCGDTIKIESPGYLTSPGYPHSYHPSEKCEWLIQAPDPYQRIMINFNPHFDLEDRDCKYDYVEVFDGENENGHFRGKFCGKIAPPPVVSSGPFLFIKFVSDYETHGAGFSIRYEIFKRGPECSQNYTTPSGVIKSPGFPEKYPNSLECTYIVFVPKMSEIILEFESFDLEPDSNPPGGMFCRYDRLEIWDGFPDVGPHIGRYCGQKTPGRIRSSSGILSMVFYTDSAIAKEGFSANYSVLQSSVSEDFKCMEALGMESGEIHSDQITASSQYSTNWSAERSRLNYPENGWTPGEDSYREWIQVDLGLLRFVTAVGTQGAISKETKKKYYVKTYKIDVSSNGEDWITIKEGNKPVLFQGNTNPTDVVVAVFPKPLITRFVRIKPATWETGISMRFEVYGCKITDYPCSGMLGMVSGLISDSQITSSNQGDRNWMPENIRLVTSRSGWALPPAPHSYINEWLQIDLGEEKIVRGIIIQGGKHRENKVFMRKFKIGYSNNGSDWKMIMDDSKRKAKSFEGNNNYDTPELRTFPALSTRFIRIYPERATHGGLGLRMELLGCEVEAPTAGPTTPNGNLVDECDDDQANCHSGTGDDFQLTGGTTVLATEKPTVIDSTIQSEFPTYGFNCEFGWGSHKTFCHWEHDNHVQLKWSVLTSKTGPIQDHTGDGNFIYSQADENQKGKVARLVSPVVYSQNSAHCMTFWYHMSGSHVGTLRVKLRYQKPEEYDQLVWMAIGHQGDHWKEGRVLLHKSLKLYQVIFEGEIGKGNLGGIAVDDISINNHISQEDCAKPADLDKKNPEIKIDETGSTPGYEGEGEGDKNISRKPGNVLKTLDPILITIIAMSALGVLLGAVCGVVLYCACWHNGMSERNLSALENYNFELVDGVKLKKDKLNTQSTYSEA
# E coli Lon inh – inhibitors of E. coli Lon protease. hit rate 0.42% among 360,000. purified E. coli Lon protease, fluorescence polarization. inhibition, % at 7.94 µM. P0A9M0; in the data active = inhibition above about 13%, passing the limit was not always enough;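 note: 0% = enzyme with probe and DMSO and 100% = no enzyme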
# MT1-MMP act inh – inhibitors of human MT1-MMP activation; hit rate 0.061% among 360,000; P50281; HT1080 RFP-PRO-GFP cells, GFP/RFP ratio fluorescence, overnight; percent of plate control window, DMSO zero; GFP/RFP ratio change, % at 20 µM;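 active = GFP/RFP ratio change of at least 30% with cell ATP level not reduced by more than half and red fluorescence within 50% of control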; note: strong numbers were not always called active
#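 Compound: 20 µM single dose, 1% DMSO / System: HT1080 RFP-PRO-GFP cells / Controls: DMSO and RFP-L50D-GFP cell wells / Read-out basis: GFP/RFP fluorescence ratio / Schedule: overnight compound exposure at 37 °C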
# Rin1 Abl inh – human Rin1-Abl interaction inhibition. hit rate 0.4% among 360,000. AID 588664. P00519+Q13671. TR-FRET Rin1/Abl binding, biochemical. inhibition, % at 7.35 µM; in the data active = inhibition above about 5%, passing the limit was not always enough
# bovine MsrA act – activates bovine MsrA enzyme; purified bovine MsrA, absorbance read-out; activation, % at 10.6 µM; hit rate 0.3% among 360,000; in the data active = activation above about 7.5%;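 note: 0% = vehicle and 100% = reference activator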
# MsrA inhibitor – inhibits bovine methionine sulfoxide reductase A; hit rate 0.75% among 360,000; inhibition, % at 15.5 µM; purified bovine MsrA, absorbance read-out; in the data active = inhibition above about 4.5%;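 note: 0% = vehicle wells with enzyme and 100% = reference inhibitor wells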
# FAS TE block – FAS thioesterase (human) inhibition. P49327. recombinant FAS-TE, OMFH fluorogenic substrate, fluorescence endpoint. inhibition, % at 15 µM. hit rate 0.67% among 360,000. AID 602261;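 active = compounds whose normalised, plate-corrected inhibition of enzyme fluorescence in the single-dose primary screen is 50% or more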;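 note: 0% = DMSO with enzyme and 100% = substrate without enzyme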
# Neddylation inh – cullin neddylation inhibition | P61081+Q13564 | TR-FRET cullin neddylation, biochemical | calls only at 25 µM | hit rate 0.58% among 360,000 | AID 651699; in the data active = inhibition above about 36%
# SKN-1 inh – inhibitors of C. elegans SKN-1; hit rate 0.49% among 360,000; inhibition, % at 21.8 µM; AID 624304; C. elegans VP596 Pgst-4::GFP/RFP ratio, acrylamide-induced, 24 h;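 active = interference check ratio from 0.5 to 1.5 plus GFP to RFP signal ratio inhibition reaching or exceeding a fixed threshold, cut at about 30% in these data, passing the limit was not always enough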; note: some compounds called inactive have numbers as strong as hits
# * marks the source's active call; other numbers are inactive results; i = inactive; nt = no result given.
no.	structure	NRP1-CendR mod	E coli Lon inh	MT1-MMP act inh	Rin1 Abl inh	bovine MsrA act	MsrA inhibitor	FAS TE block	Neddylation inh	SKN-1 inh
1	CCC(=NN=C(CC)c1ccccc1O)c1ccccc1O	5	-19	1	1	-4	-0.5	24	i	-2
2	Cc1ccc(C2Nc3ccccc3C(=O)N2Cc2ccco2)cc1 (centres undefined)	-10	7	-9	-1	-10	0.6	-2	nt	-11
3	COC(=O)C1=C(CCc2ccccc2)NC(=O)NC1c1ccc([N+](=O)[O-])cc1 (centres undefined)	13	-9	3	1	1	-0.9	27	i	17
4	O=C(C1=NN[C@@H]2C(=O)N(c3cccc(F)c3)C(=O)[C@H]12)C(c1ccccc1)c1ccccc1	-6	3	2	-4	-3	0.7	-31	i	8
5	CCOc1ccccc1C(=O)Nc1cccc2cccnc12	1	15	-3	2	-6	-0.1	25	i	10
6	CC(=O)c1cccc(NC(=O)c2ccc3c(=O)n4c(nc3c2)CCCCC4)c1	-13	3	1	-1	-3	-0.2	0	i	1
7	CCN1C(=O)[C@H]2[C@H]3CN=C(SC)N3[C@@](CC)(C(=O)OC)[C@H]2C1=O	-7	-3	0	1	-1	-1.6	-10	i	13
8	Nc1ncnc2c1ncn2[C@H]1C[C@H](O)[C@@H](CO)O1	2	-3	9	-3	-1	-1.4	-4	i	-10
9	CC(=O)N(c1ccccc1)c1ccccc1[N+](=O)[O-]	2	1	0	-4	-1	1.3	-7	i	12
10	Cc1ccc(SCC(=O)Nc2ccc3c(c2)C(=O)NC3=O)cc1	10	5	5	-1	-4	0.8	-6	i	-11
11	COc1cccc(NC(=O)COC(=O)c2ccc3c(c2)OCCO3)c1	2	-4	-6	-4	-5	0.0	2	i	4
12	O=C(c1ccccc1)c1cccc(NC(=O)c2ccco2)c1	-10	0	6	-2	1	-0.3	1	i	7
13	COc1ccc(NC(=S)N(CCN2CCCCC2)Cc2ccco2)cc1	-13	5	-2	-2	-4	0.7	-1	i	-13
14	O=C(c1ccco1)N1CCN(Cc2nnc(-c3cccc(Br)c3)o2)CC1	5	12	nt	6	-11	0.2	1	i	-3
15	COC(=O)CCC(=O)NNC(=O)C1CC1(c1ccccc1)c1ccccc1 (centres undefined)	4	-4	-7	1	-1	0.9	-2	i	2
16	CC(C)O/C(=N/S(=O)(=O)c1ccc(Cl)cc1)c1ccccc1	-70	-2	2	-1	0	-0.7	15	i	10
17	O=C1C2C(C(=O)N1/N=C/c1ccco1)C1C=CC2C12CC2 (centres undefined)	2	-3	0	2	-3	-1.0	-9	i	-4
18	COC(=O)c1ccc(C(C(=O)NC2CCCCC2)N(Cc2ccccc2)C(=O)Cc2cccs2)cc1 (centres undefined)	0	1	-7	0	-3	-0.2	26	i	-7
19	O=C(Nc1cc([N+](=O)[O-])ccc1N1CCOCC1)c1cccs1	8	9	-4	0	-3	-0.5	3	i	12
20	FC(F)(F)c1cc(-c2ccc(Cl)cc2)nc2ncnn12	-1	-4	-3	-3	-2	1.4	-6	nt	-3
21	CCOC(=O)N1CCN(c2ncnc3c2[nH]c2ccc(OC)cc23)CC1	11	3	nt	-1	-12	1.8	3	nt	-16
22	COc1ccc(N(C)C(=O)Cc2c(C(=O)O)[nH]c3ccccc23)cc1	10	-4	-2	1	-10	-0.6	-2	i	19
23	CN(c1cccc(Cl)c1)S(=O)(=O)c1cccc(C(=O)NN2CCOCC2)c1	8	-5	-2	1	-4	0.5	-4	i	25
24	CCOC(=O)[C@H]1[C@H]2COc3ccc(Br)cc3[C@H]2N2C(=O)CN(Cc3ccc(Cl)cc3)C(=O)[C@@]12C	-6	-4	3	1	-10	-0.3	25	i	-5
25	Cc1ccc(NC(=S)NC2CC3CCCC(C2)N3Cc2cccs2)cc1 (centres undefined)	-3	0	2	1	-2	0.5	0	i	5
26	Cc1cc(C(=O)CSc2nc3ccccc3c(=O)n2C)c(C)n1Cc1ccc2c(c1)OCO2	-8	-5	2	0	-2	0.1	17	i	-2
27	OCCC1CN(Cc2nc(-c3ccc(F)cc3)cs2)CCN1CCc1ccccc1 (centres undefined)	-1	1	2	-2	-12	0.9	-2	i	-1
28	Cc1cccc(NS(=O)(=O)c2nnc(NC(=O)c3ccc(C)c(C)c3)s2)c1	-10	-3	2	1	0	1.4	-3	i	7
29	CCc1nc2c(OCC(=O)c3ccc(Cl)cc3Cl)cccn2c1N(C=O)Cc1ccccc1	-27	0	-4	-5	-6	0.9	2	i	21
30	COC(=O)c1ccsc1-n1cc(C#N)c(=O)n(C)c1=O	4	4	-2	6	-5	-1.1	-4	i	-2
31	Clc1cccc(Cc2c(-c3ccccc3)nc3c4ccccc4ccn23)c1	-2	-11	-3	-2	-3	0.4	17	i	6
32	CCCn1c(=S)[nH]c2cc(OC)c(OC)cc2c1=O	2	6	1	1	1	nt	3	i	1
33	CCn1c(SCc2cccc(C)c2)nnc1-c1ccc(C)cc1	0	-2	-6	-1	6	-0.4	-1	i	2
34	c1ccn2c(SCc3ccc4c(c3)OCCO4)nnc2c1	-1	-3	2	1	-1	0.0	1	i	-4
35	O=C(COc1ccc(S(=O)(=O)N2CCc3ccccc32)cc1Cl)NCc1ccccn1	1	2	-3	3	-1	1.1	21	i	-4
36	CCN=C1S/C(=C\c2sccc2C)C(=O)N1CC	-1	-3	1	-2	3	0.7	22	i	15
37	Cc1ccccc1C(=O)OCC(=O)Nc1cccc(S(=O)(=O)NC2=NCCC2)c1	-3	0	1	1	-2	-0.2	-9	i	2
38	CC1(c2ccccc2)NC(=O)N(NC(=O)CSc2n[nH]c(N)n2)C1=O (centres undefined)	0	-15	5	-4	-7	-0.1	-10	i	1
39	CC(=O)Nc1ccc(NC(=O)COc2ccccc2C(=O)Nc2cccc(Cl)c2Cl)cc1	4	-1	-3	1	-1	-0.6	-7	i	5
40	Oc1c(Br)cc(Cl)cc1C=Nc1ccccc1Br	-18	1	-2	-1	-6	0.2	-14	i	-8
41	CCCCC1=CC2=CC(=O)C(C)(OC(=O)CC)C(=O)C2=CN1c1cccc(C#N)c1 (centres undefined)	6	-17	-11	-3	1	1.3	-1	i	15
42	CCN(C(=O)CSc1ncn[nH]1)c1cccc2ccccc12	14	4	3	-2	-1	-0.8	-12	i	-16
43	COc1cccc(NC(=O)C2C3C=CC(O3)C2C(=O)NCc2cccnc2)c1 (centres undefined)	-9	-1	0	-2	-9	-0.2	-9	i	-11
44	Cc1ccc(C)c(COC(=O)c2cccc(S(=O)(=O)N3CCCC3)c2)c1	-2	2	-1	5	-13	-0.7	25	i	-14
45	O=C1CCCC2=C1C(c1ccncc1)c1c(nc(SCc3ccccc3)[nH]c1=O)N2 (centres undefined)	-16	-3	-3	-4	-3	0.8	-5	nt	-8
46	Cc1ccc(/C=C(\CCC(=O)O)c2nc3ccccc3s2)cc1[N+](=O)[O-]	-21	1	1	-2	-5	3.8	35	i	13
47	CC(=O)Nc1ccc(N=NC2C(=O)N(C(N)=S)N=C2C)cc1 (centres undefined)	-12	-7	7	-12	-11	2.6	-6	i	5
48	COc1ccc(S(=O)(=O)N2CCC(C(=O)NN3CCCCC3)CC2)cc1OC	7	-15	1	4	0	-0.5	-8	i	5
49	CN(c1ccccc1C(=O)N1CCOCC1)S(C)(=O)=O	-9	-14	2	0	-6	-0.5	-8	i	6
50	COC(=O)c1ccc(NC(=O)C2CCCO2)cc1 (centres undefined)	-3	4	1	-1	-4	1.2	-6	i	-1

# (cont.)
no.	structure	NRP1-CendR mod	E coli Lon inh	MT1-MMP act inh	Rin1 Abl inh	bovine MsrA act	MsrA inhibitor	FAS TE block	Neddylation inh	SKN-1 inh
51	Cc1ccccc1OCC(=O)Nc1ccc(N2CCN(C(=O)c3ccco3)CC2)cc1	5	-6	4	0	-2	-0.5	-4	i	-5
52	CN(C)C(=O)N1CCN(C(=O)N2CCOCC2)CC1	-2	-7	-3	1	-9	2.3	-13	i	-31
53	C[C@@H]1CN([C@H](C)CO)C(=O)c2cc(Br)cnc2O[C@@H]1CN(C)Cc1ccc(F)cc1	-3	-7	1	1	-11	-0.7	-7	i	-6
54	CCN1CCN(C(=S)c2ccc([N+](=O)[O-])cc2)CC1	-2	-6	1	-3	-4	0.7	-9	i	9
55	CCOC(=O)C1CCN(C(=O)/C=C/c2ccccc2OC)CC1	9	-7	1	-2	-14	1.1	-6	i	-16
56	OCCNc1nc(-c2ccccc2)c2cc(Cl)ccc2n1	6	-4	-5	0	-4	-0.2	-4	nt	-3
57	COc1cccc(CNC(=O)C(=O)NCC2CCCN2S(=O)(=O)c2cc(C)ccc2C)c1 (centres undefined)	0	-12	-4	-1	-4	-0.7	3	i	11
58	CCOC(=O)/C(C#N)=C1/C=Nc2ccccc2N1	4	-6	-8	-11	0	2.4	-7	i	-8
59	Cc1nc(SCC(=O)Nc2ccc(OCc3ccccc3)cc2)n[nH]1	-12	0	3	0	-3	-1.0	-7	i	9
60	CCCCS(=O)(=O)Nc1ccc2cn[nH]c2c1	2	11	3	-1	3	0.7	-7	i	8
61	Cc1ccc(S(=O)(=O)N2CC3=C(C2)C2CC2(C)C3)cc1 (centres undefined)	8	-4	0	nt	-2	-0.3	13	i	-5
62	C[C@H](CO)N1C[C@H](C)[C@@H](CN(C)C(=O)Nc2ccccc2)Oc2c(NC(=O)c3ccncc3)cccc2C1=O	-14	-1	-1	2	-1	0.9	-6	i	16
63	COC(=O)c1sc2ccc(C)cc2c1C(=O)OC	-8	-6	-2	-4	-4	-0.2	-2	i	12
64	CCNc1nc(Oc2ccc(C(=O)OCC)cc2)nc(SC)n1	-6	6	-5	2	2	0.2	11	i	-4
65	Cc1cccc(NC(=O)CSc2nnc(Cn3nnc(-c4ccccc4)n3)n2-c2ccccc2)c1	-19	-8	-6	-4	-1	0.3	-1	i	-11
66	Cc1ccc(N(CC(=O)N=Nc2c(O)[nH]c3ccccc23)S(C)(=O)=O)c(C)c1	14	4	1	-5	-3	0.9	-5	i	10
67	CCOc1ccc(/C(C)=N/NC(=O)c2nnn(-c3nonc3N)c2-c2cccs2)cc1	3	-2	8	-3	-4	1.1	-2	nt	17
68	COc1ccccc1-c1nnc(SC/C(O)=C(\C#N)c2nc3ccccc3[nH]2)n1C1CCCCC1	-28	-4	5	3	-5	3.6	0	i	15
69	COc1cc(OC)cc(C(=O)N2CC(=O)Nc3ccccc32)c1	4	1	10	-1	-2	-1.1	-4	i	26

# Given with two lines to a compound: entries from further up
# Order of results – NRP1-CendR mod	E coli Lon inh	MT1-MMP act inh	Rin1 Abl inh	bovine MsrA act	MsrA inhibitor	FAS TE block	Neddylation inh	SKN-1 inh
58. CCOC(=O)/C(C#N)=C1/C=Nc2ccccc2N1
    4	-6	-8	-11	0	2.4	-7	i	-8
59. Cc1nc(SCC(=O)Nc2ccc(OCc3ccccc3)cc2)n[nH]1
    -12	0	3	0	-3	-1.0	-7	i	9
60. CCCCS(=O)(=O)Nc1ccc2cn[nH]c2c1
    2	11	3	-1	3	0.7	-7	i	8
61. Cc1ccc(S(=O)(=O)N2CC3=C(C2)C2CC2(C)C3)cc1 (centres undefined)
    8	-4	0	nt	-2	-0.3	13	i	-5
62. C[C@H](CO)N1C[C@H](C)[C@@H](CN(C)C(=O)Nc2ccccc2)Oc2c(NC(=O)c3ccncc3)cccc2C1=O
    -14	-1	-1	2	-1	0.9	-6	i	16
63. COC(=O)c1sc2ccc(C)cc2c1C(=O)OC
    -8	-6	-2	-4	-4	-0.2	-2	i	12
64. CCNc1nc(Oc2ccc(C(=O)OCC)cc2)nc(SC)n1
    -6	6	-5	2	2	0.2	11	i	-4

# Taken from above:
# Result of CCOC(=O)N1CCN(c2ncnc3c2[nH]c2ccc(OC)cc23)CC1 under E coli Lon inh: 3
# Result of Cc1ccc(N(CC(=O)N=Nc2c(O)[nH]c3ccccc23)S(C)(=O)=O)c(C)c1 under SKN-1 inh: 10

# Bioassay records: PubChem, several laboratories
